# Assay outcomes from PubChem BioAssay.
# NPSR antag: antagonists of human neuropeptide S receptor cAMP signaling; 220,000 compounds, 1% hits; AID 1461; Q6W5P4; CHO-NPSR cells, cAMP TR-FRET, antagonist mode; Potency, µM (top dose mostly 38.3 µM), for the others: at the top dose activity change, negative = inhibition, most hits filed as inhibitors; note: potency is the fitted concentration of half-maximal effect; % is set by controls: 0 for no effect and ±100 for the full control effect; nearly all actives have a fitted effect of over 50% in size; many of its hits are not listed in these tables
# Target sequence (Q6W5P4 whole entry, looked up): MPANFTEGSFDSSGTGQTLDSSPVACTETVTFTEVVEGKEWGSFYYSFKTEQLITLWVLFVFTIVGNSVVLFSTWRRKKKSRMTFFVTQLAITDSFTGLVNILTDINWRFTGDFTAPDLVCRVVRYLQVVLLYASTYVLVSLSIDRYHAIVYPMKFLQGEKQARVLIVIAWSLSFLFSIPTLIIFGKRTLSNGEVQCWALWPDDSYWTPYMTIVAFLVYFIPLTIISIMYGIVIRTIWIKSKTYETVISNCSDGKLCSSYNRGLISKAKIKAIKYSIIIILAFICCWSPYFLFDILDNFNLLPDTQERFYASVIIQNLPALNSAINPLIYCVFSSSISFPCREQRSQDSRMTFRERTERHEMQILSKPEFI
# GLA spleen mod: inhibits or activates alpha-galactosidase in human spleen homogenate; Potency, µM (doses to about 80 µM), without a hit: top-dose activity change, negative = inhibition, usual class: inhibitors; 240,000 compounds, 0.008% hits; P06280; human spleen homogenate, 4MU-alpha-Gal fluorescence, 40 min;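 note: potency is the fitted concentration of half-maximal effect; 0% = enzyme with vehicle and -100% = no enzyme basal signal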
#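 Fluorogenic readout (Ex 365/Em 440 nm) of 4-methylumbelliferone released from 1 mM 4-MU-alpha-galactoside by spleen homogenate, 40 min at 37C, pH 5.0. Data normalized to no-enzyme and enzyme controls; Hill-equation AC50 from compound titrations.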
# Luc counter: Kinase-Glo luciferase inhibition (counter-screen). AID 1379. Q27757. Kinase-Glo luciferase, ATP luminescence, 8 min. 200,000 compounds, 0.28% hits. Potency, µM (doses to about 38.3 µM), for inactives: at the highest dose activity change, negative = inhibition, usual class: inhibitors; note: potency is the fitted concentration of half-maximal effect; % is set by controls: 0 for no effect and ±100 for the full control effect; nearly all actives have a fitted effect of over 60% in size
#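 Inhibition of Kinase-Glo luciferase light generation was assessed at 10 uM ATP in pH 7.2 imidazole buffer, with luminescence measured after eight minutes at ambient temperature.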
# CBFb RUNX1 block: inhibitors of human CBF-beta and RUNX1 interaction; AlphaScreen CBFb-His/RUNX1-biotin binding, biochemical; Potency, µM (titrated, usually from 59.8 µM), for inactives: top-dose activity, negative = inhibition, hits mostly inhibitors; 230,000 tested, under 10 active; note: % of control where 0% means no effect
# Target sequence (Q01196 whole entry, looked up): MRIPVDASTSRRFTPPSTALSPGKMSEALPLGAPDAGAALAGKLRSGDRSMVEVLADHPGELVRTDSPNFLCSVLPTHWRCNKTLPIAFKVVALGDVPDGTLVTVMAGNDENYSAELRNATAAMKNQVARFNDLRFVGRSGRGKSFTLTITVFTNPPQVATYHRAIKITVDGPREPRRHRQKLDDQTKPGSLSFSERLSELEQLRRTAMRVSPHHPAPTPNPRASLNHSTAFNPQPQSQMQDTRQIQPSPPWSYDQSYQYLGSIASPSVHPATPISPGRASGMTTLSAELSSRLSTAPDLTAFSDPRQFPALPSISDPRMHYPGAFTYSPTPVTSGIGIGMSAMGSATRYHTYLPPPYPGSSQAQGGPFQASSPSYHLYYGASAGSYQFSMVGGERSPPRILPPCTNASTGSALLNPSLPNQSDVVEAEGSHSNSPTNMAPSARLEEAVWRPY
# Target sequence (Q13951 whole entry, looked up): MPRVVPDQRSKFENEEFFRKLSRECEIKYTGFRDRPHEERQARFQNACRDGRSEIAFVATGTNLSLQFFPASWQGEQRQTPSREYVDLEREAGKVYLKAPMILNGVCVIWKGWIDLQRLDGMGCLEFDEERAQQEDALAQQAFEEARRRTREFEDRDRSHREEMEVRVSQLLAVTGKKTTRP
#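 Proteins preincubated together for 20 min at RT before compound addition; 15 min later, nickel and streptavidin beads were added and left 90 min prior to AlphaScreen measurement.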
# IMPase Li cell: cell-permeable IMPase inhibitors with lithium potentiation | CHO-M1 cells, IP1 TR-FRET (IP-One), carbachol + lithium | Potency, µM (series often up to 59.4 µM), without a hit: at the top dose activity, negative = IMPase inhibition, actives largely listed as inhibitors | 210,000 compounds, 0.35% hits | AID 1457;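 note: IP1 builds up when IMPase is blocked and the TR-FRET signal falls; potency is the fitted concentration of half-maximal effect; plate controls were basal vehicle for no effect and high inhibitor control for full effect; nearly all actives have a fitted effect of over 50% in size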
#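 CHO cells stably expressing M1 receptor (2000/well) were cultured 16–30 h, then exposed to compounds with a small lithium addition for 30 min at 37C. IP1 was measured by TR-FRET competition; AC50 from Hill fits.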
# Epigenetic reg: derepresses silenced GFP reporter in murine cells; murine LDR cells, GFP reporter derepression, 30 h; Potency, µM (doses to about 53.9 µM), without a hit: at the highest dose GFP activation, most hits filed as activators; 280,000 compounds, 0.2% hits; AID 1865; note: potency is the fitted concentration of half-maximal effect; % of control where 0% means no effect; nearly all actives have a fitted effect of over 60% in size
#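 Reporter derepression read as number of fluorescent GFP-positive objects, 20-120 um in size, counted by laser-scanning cytometer. Mouse LDR line with an epigenetically silenced CMV-GFP locus; compound incubation 30 h, 37 C.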
# Lamin A splicing: LMNA splicing modulation; HeLa LMNA splicing GFP/RFP minigene ratio, 48 h; Potency, µM (series often up to 46.1 µM), for inactives: at the highest dose ratio change, negative = inhibition, usual class: inhibitors; 200,000 compounds, 0.01% hits; AID 1487; active = well fitted inhibition curve with a large enough effect in the signal ratio, with a control signal flat, not every such curve was filed as active; inconclusive = small, poorly fitted or top-dose-only effect, or effect the other way, or a change in a side signal; the % refers to the signal ratio; note: potency is the fitted concentration of half-maximal effect; % is set by controls: 0 for no effect and ±100 for the full control effect
#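 S3 HeLa stable clones carrying a lamin A-EGFP splicing minigene plus DsRed2 were seeded at 600 cells/well in Opti-MEM with 2% FBS, pin-dosed and incubated 48 h at 37°C. Acumen cytometry (488 nm) gave the GFP/RFP total-intensity ratio.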
# Numbers without * were called inactive; u = inconclusive; x = no result given; [ ] = another dose, or the depositor's remark. Unless noted, calls come from the whole dose curve; as a rule, active = well fitted curve in the direction sought with a large enough effect; inconclusive = small, poorly fitted or top-dose-only effect, or another doubt; inactive = no such curve, though single readings can be large; an effect the other way counts as inactive or inconclusive. Some of the compounds tested; the hit share may differ from the screen's.
SMILES,NPSR antag,GLA spleen mod,Luc counter,CBFb RUNX1 block,IMPase Li cell,Epigenetic reg,Lamin A splicing
CCOc1ccccc1NC(=O)N1CCC(NC(=O)c2ccccc2C)CC1,-4.8%[46.1 µM],-7.4%,5.2%,8.7%,0.2%[38.3 µM],3.9%,6.7%
Cc1ccc(-n2ncc3c(NCCCN4CCOCC4)ncnc32)c(C)c1,1.1%[46.1 µM],2.4%,-5.5%,0.1%,-2.3%[38.3 µM],-4.1%,-1.7%
COc1cc(SC)ccc1C(=O)NCCOc1ccc(C)c(C)c1,-17.7%,4.4%,-2.5%,6.7%,7.0%,1.1%,u
Cc1ccc(-n2nnnc2Sc2nc([N+](=O)[O-])nn2C)cc1,17.9%,-0.6%,0.7%,0.0%,5.2%,-1.0%,u
Cc1ccc(C)c(CSc2nnc([C@@H](N)C(C)C)o2)c1,6.1%[46.1 µM],2.7%,-3.0%,10.4%,-3.9%[38.3 µM],-0.7%,3.3%
CS(=O)(=O)N1CCN(c2ccccc2NC(=O)c2cccnc2Cl)CC1,0.0%[46.1 µM],2.5%,6.5%,0.8%,29.6%[38.3 µM],-3.2%,2.6%
Cc1ccc(NC(=O)c2ccc(Cn3cc([N+](=O)[O-])cn3)cc2)c(C)c1,-5.3%,4.7%,2.2%,1.2%,2.9%,1.0%,u
COc1ccc(NC(=O)Cc2c(SC)c3ccccc3n2Cc2ccccc2)cc1,-7.6%,4.5%,-2.2%,-2.3%,6.1%,0.0%,2.7%
CCCn1c(C)nc2c(NCCN(C(C)C)C(C)C)nc(C)nc21,x,7.3%,-0.2%,10.5%,12.5%,-0.7%,x
CCOc1ccc(NC(C)C(=O)N/N=C/c2ccc([N+](=O)[O-])cc2)cc1 (configuration not stated),-3.9%,-1.7%,-1.0%,-6.8%,2.8%,-1.9%,u
CC1(C)CC(=O)C2=C(C1)N(c1ccc(Cl)cc1)C(=O)C2(O)C(F)(F)F (configuration not stated),-3.0%,2.9%,3.1%,22.7%,5.0%,1.0%,-4.7%
Cc1ccc(-n2c(CNC(=O)c3cccs3)nnc2SCC(=O)NO)cc1,15.5%,-1.6%,4.5%,6.7%,-5.1%,-0.1%,u
Cn1cc(CN(Cc2ccccn2)C[C@@H]2CCC(=O)N2)c(-c2ccccc2F)n1,-22.3%,4.2%,-7.7%,-15.8%,-1.7%,1.6%,u
CS(=O)(=O)c1ccc(Cl)c(NC(=O)COC(=O)c2cccc(C#N)c2)c1,-1.3%,3.8%,-2.0%,17.5%,-1.8%,-1.8%,x
Cc1cc(C)cc(C(=O)NC2C(=O)N3C(C(=O)O)=C(CSc4nnc(C)s4)CSC23)c1 (configuration not stated),13.2%,9.9%,0.0%,-14.9%,1.5%,-1.6%,2.2%[46 µM]
Cc1cc(=O)[nH]c(SCc2csc(-c3ccccc3)n2)n1,-5.9%,6.3%,-2.8%,9.4%,-22.1%,-1.3%,-18.6%
COc1ccc(OCCCC(=O)NCCc2ccc(OC)c(OC)c2)cc1,11.7%,1.0%,-4.1%,-6.1%,-0.6%,-1.3%,-21.9%
O=C1C(=O)N(C2CCCC2)C(=O)N1Cc1c(F)cccc1Cl,27.7%,3.9%,-1.6%,0.6%,-0.3%,-0.8%,u
COc1ccc(CN2C(=O)[C@@H]3C(c4ccc(F)cc4)=NO[C@@H]3C2=O)cc1,-1.5%[46.1 µM],-0.1%,1.7%,10.3%,-1.6%,0.0%,-2.4%
CCOc1ccc(OCc2ccc(C(=O)N3CCCC3)o2)cc1,2.5%[46.1 µM],6.6%,1.4%,-2.5%,24.8%[38.3 µM],1.5%,-11.8%
OCC1(Cc2ccc(Cl)cc2)CCN(Cc2ccccc2F)CC1,26.0%,-0.2%,2.0%,6.4%,12.7%,1.5%,x
COc1ccc(-c2nc(C)ncc2-c2csc(C)n2)c(O)c1,-7.6%[46.1 µM],-2.0%,-1.8%,0.2%,25.6%[38.3 µM],0.1%,-3.6%
CCC(c1nnnn1CCOC)N(Cc1cc2c(C)cc(C)cc2[nH]c1=O)CC1CCCO1 (configuration not stated),-20.0%[46.1 µM],15.1%,0.0%,0.7%,-12.1%[38.3 µM],-1.1%,-3.1%
Cc1ccc(/C=N/NC(=O)Nc2ccccc2)o1,-1.5%,8.8%,2.1%,4.3%,-3.7%,-3.2%,4.1%
Cc1cccc(-n2c(Cn3nc(C)c([N+](=O)[O-])c3C)n[nH]c2=S)c1,-4.7%[46.1 µM],2.9%,0.3%,-4.8%,-4.4%[38.3 µM],0.0%,19.3%
CC1(C)OC(=O)N(CC(=O)Nc2cccc(C(F)(F)F)c2)C1(C)O (configuration not stated),11.5%,-3.9%,13.7%,0.3%,-6.9%,-2.2%,x
COc1cccc(CNC(=O)CCC2CCCN(c3cc(C)nc(N)n3)C2)c1 (configuration not stated),-19.6%,-2.7%,-1.9%,-0.1%,13.9%,-1.0%,-10.1%[46 µM]
CCOC(=O)Cn1nc(C)c([N+](=O)[O-])c1C,18.1%,-7.0%,-1.9%,5.4%,-5.1%,-1.3%,x
CCOCCCNC(=S)N1CCCN(c2nc3cc(C)cc(C)c3cc2C#N)CC1,-50.4%,-1.6%,-1.0%,u,25.1%,3.0%,x
CCOC(=O)C1=C(C)OC(N)=C(C#N)C1c1cc2c(cc1[N+](=O)[O-])OCO2 (configuration not stated),-19.4%,-6.3%,-1.6%,10.7%,-4.1%,1.0%,u
CCOc1ccc(C(c2c(C)[nH][nH]c2=O)c2c(C)[nH][nH]c2=O)cc1OC,9.5%[46.1 µM],-7.2%,x,3.6%,x,-3.3%,2.3%
O=C(COC(=O)c1ccc(Cl)nc1)NCc1cccs1,-6.6%,0.0%,-1.6%,5.2%,-1.7%,-2.0%,u
CCOc1ccccc1NC(=O)C(NCC1CCCCC1)c1ccccc1 (configuration not stated),u,-5.6%,0.9%,16.6%,18.4%,-2.2%,-26.1%[46 µM]
CCC(=O)Nc1c(-c2cccs2)c(=O)c2ccccc2n1C,-1.0%[46.1 µM],-8.5%,-2.2%,-4.6%,12.9%[38.3 µM],0.0%,-8.0%
COc1ccc(C(=O)OCC(=O)N2CCCCC2)cc1[N+](=O)[O-],-26.6%,4.6%,-1.4%,2.5%,1.0%,-4.7%,x
COc1ccc(-c2nc3ccccc3c(=O)n2NC(=O)Cc2ccccc2)cc1,8.5%,2.1%,0.9%,-3.2%,0.3%,2.9%,2.7%
Cc1[nH]c2ccccc2c1C(=O)CN1C(=O)C(=O)N(C2CCCC2)C1=O,-10.8%,-7.3%,x,0.9%,1.8%,2.6%,x
O=C(O)/C=C/c1nc(-c2ccccc2)n2ccccc12,-11.3%,-0.5%,-1.0%,-3.3%,3.0%,2.0%,-18.6%
Cc1ccc(OCC(=O)Nc2ccccc2[N+](=O)[O-])c(Br)c1,-9.6%,4.9%,-2.4%,-13.5%,-5.6%,-1.9%,1.4%[46 µM]
C/C=C/c1ccc(OCCCNC2CCCC2)c(OC)c1,3.1%[46.1 µM],-3.9%,-4.4%,-2.6%,35.6%[activator][38.3 µM],-3.9%,-6.9%

# Single records, as listed above. Screens in order: NPSR antag, GLA spleen mod, Luc counter, CBFb RUNX1 block, IMPase Li cell, Epigenetic reg, Lamin A splicing
# Cc1ccc(OCC(=O)Nc2ccccc2[N+](=O)[O-])c(Br)c1 is entered as -9.6%, 4.9%, -2.4%, -13.5%, -5.6%, -1.9%, 1.4%[46 µM]
# COc1ccc(-c2nc3ccccc3c(=O)n2NC(=O)Cc2ccccc2)cc1 is entered as 8.5%, 2.1%, 0.9%, -3.2%, 0.3%, 2.9%, 2.7%

# Other results
SMILES,NPSR antag,GLA spleen mod,Luc counter,CBFb RUNX1 block,IMPase Li cell,Epigenetic reg,Lamin A splicing
CCOc1cc(-c2nc(-c3ccc(OC)cc3)no2)cc(OCC)c1OCC,-5.6%[46.1 µM],-2.7%,2.1%,1.3%,-5.9%[38.3 µM],4.0%,5.6%
CCCC(c1nnnn1Cc1cccs1)N1CCN(C2CCCC2)CC1 (configuration not stated),-5.1%[46.1 µM],12.2%,2.1%,-0.5%,17.2%[38.3 µM],-1.0%,3.4%
O=[N+]([O-])c1ccc(-c2c(O)c3ccccc3c3nc4ccccc4nc23)cc1,5.5%,1.9%,-15.4%,10.0%,-6.2%,1.5%,u
C=CCNC(=S)N1CCN(CCN=CC2=C(O)CC(c3ccc(Cl)cc3)CC2=O)CC1 (configuration not stated),-14.4%,-13.2%,x,-0.4%,-15.9%,-0.2%,x
c1coc(-c2nnc3sc(C4CCCCC4)nn23)c1,u,u,-3.2%,4.7%,22.0%[38.3 µM],2.1%,-11.1%
CCC12CN(C(=O)c3ccc([N+](=O)[O-])cc3)CC(CC)(CN(C(=O)c3ccc([N+](=O)[O-])cc3)C1)C2=O,-22.7%,-6.9%,x,1.4%,x,-5.7%,x
Cc1occc(=O)c1OC(=O)Nc1ccccc1,1.2%[46.1 µM],-12.3%,1.2%,3.2%,16.8%[38.3 µM],-1.0%,2.2%
CC(=O)Nc1ccc(C2NC(=S)N(c3ccccc3C(F)(F)F)C(C)=C2C(=O)N2CCOCC2)cc1 (configuration not stated),3.7%,-8.4%,1.4%,-5.9%,-0.2%,5.0%,1.9%[46 µM]

# Arranged by molar mass (lowest first): three of the compounds above
SMILES,NPSR antag,GLA spleen mod,Luc counter,CBFb RUNX1 block,IMPase Li cell,Epigenetic reg,Lamin A splicing
COc1ccc(CN2C(=O)[C@@H]3C(c4ccc(F)cc4)=NO[C@@H]3C2=O)cc1,-1.5%[46.1 µM],-0.1%,1.7%,10.3%,-1.6%,0.0%,-2.4%
CC1(C)CC(=O)C2=C(C1)N(c1ccc(Cl)cc1)C(=O)C2(O)C(F)(F)F (configuration not stated),-3.0%,2.9%,3.1%,22.7%,5.0%,1.0%,-4.7%
Cn1cc(CN(Cc2ccccn2)C[C@@H]2CCC(=O)N2)c(-c2ccccc2F)n1,-22.3%,4.2%,-7.7%,-15.8%,-1.7%,1.6%,u

# An excerpt from above in order of their number in NPSR antag, rising:
canonical_smiles	NPSR antag	CBFb RUNX1 block	IMPase Li cell	Epigenetic reg
CCC12CN(C(=O)c3ccc([N+](=O)[O-])cc3)CC(CC)(CN(C(=O)c3ccc([N+](=O)[O-])cc3)C1)C2=O	-22.7%	1.4%	x	-5.7%
C=CCNC(=S)N1CCN(CCN=CC2=C(O)CC(c3ccc(Cl)cc3)CC2=O)CC1 (configuration not stated)	-14.4%	-0.4%	-15.9%	-0.2%
O=[N+]([O-])c1ccc(-c2c(O)c3ccccc3c3nc4ccccc4nc23)cc1	5.5%	10.0%	-6.2%	1.5%
